Source: PubChem (National Center for Advancing Translational Sciences (NCATS))
D2 PAM – HTS Assay for Positive Allosteric Modulators of the Human D2 Dopamine Receptor: Primary Screen for Potentiators. D(2) dopamine receptor (Homo sapiens), P14416. HEK293 T-REx D2, calcium flux, EC20 dopamine potentiation. potentiation, % at 10 µM. 0.34% of 340,000 active;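 active means potentiation over 3 SD above the plate norm, cut at about 30% in these data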; further: 0% is about no effect
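Cells plated with tetracycline inducer and held overnight at 30 C; calcium dye loaded 30–90 min at room temperature; baseline taken, compound added and read 180 s; EC20 dopamine then added and read 180 s.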
D1 antagonist – Antagonist of Human D 1 Dopamine Receptor: qHTS. D(1A) dopamine receptor (Homo sapiens), P21728. HEK293 TREx D1 cells, calcium flux, dopamine EC80; stronger effect = lower value. activity change, negative = inhibition, % at 10 µM. 3.2% of 360,000 active. AID 504652, 2011; in the data active means activity change below about -30%; further: on the % scale 0 is the no-effect control and ±100 the full control effect
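HEK293 T-REx cells expressing inducible, force-coupled D1 receptor; no-wash Ca dye, 30–90 min RT. Cmpd → 180 s read at 1 Hz → EC80 DA → 180 s read.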
D2 antag – HTS Assay for Allosteric Antagonists of the Human D2 Dopamine Receptor: Primary Screen for Antagonists; D(2) dopamine receptor (Homo sapiens), P14416; HEK293 TREx D2 cells, calcium flux, dopamine EC80; inhibition, % at 10 µM; 2% of 340,000 active; AID 485344, 2010; in the data active means inhibition above about 30%; further: 0% is about no effect
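Read-out: kinetic calcium fluorescence (1 cycle/s) in inducible HEK293 T-REx D2 cells after an EC80 dopamine addition that followed 180 s compound preincubation. Loss of the dopamine response indicates antagonism.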
D1 agonist – Allosteric Agonists of the Human D1 Dopamine Receptor: qHTS. HEK293 T-REx D1 cells, calcium flux, agonist mode. activation, % at 2 µM. 1% of 360,000 active; further: 0% is about no effect
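Agonism was scored from calcium flux recorded over 180 s (1 read/s) after pintool compound addition, following a 10-cycle baseline. Cells were inducible force-coupled HEK293 TREx D1, plated overnight at 30 C and loaded with no-wash calcium dye.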
TRHR PAM – qHTS for Small Molecule Agonists and Allosteric Enhancers of Human TRH Receptor: Primary Screen for Enhancers; 0.66% of 360,000 active; enhancement, % at 2 µM; TRHR cells, fluo-8 calcium fluorescence, EC20 TRH enhancement; Thyrotropin-releasing hormone receptor (Homo sapiens), P34981; in the data active means enhancement above about 30%; further: 0% is about no effect
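TRHR-expressing cells loaded with fluo-8 calcium dye were read kinetically (ex 480/em 530) during compound addition, then stimulated with an EC20 of TRH (10 nM final). Enhancement of the Gq-mediated intracellular calcium response was scored.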
RXFP1 antagonist – qHTS Assay for Antagonists of the Relaxin Receptor RXFP1; Relaxin receptor 1 (Homo sapiens), Q9HBX9; HEK293-RXFP1, relaxin-stimulated cAMP HTRF, 30 min; stronger effect = lower value; activity change, negative = inhibition, % at 57.5 µM; 0.59% of 350,000 active;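 active means activity change of -60% or lower, but not beyond a set lower limit; inconclusive means change between -60% and -40%, or beyond the set limit; inactive means change above -40%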; further: on the % scale 0 is the no-effect control and ±100 the full control effect
Target sequence (Q9HBX9 whole entry, looked up): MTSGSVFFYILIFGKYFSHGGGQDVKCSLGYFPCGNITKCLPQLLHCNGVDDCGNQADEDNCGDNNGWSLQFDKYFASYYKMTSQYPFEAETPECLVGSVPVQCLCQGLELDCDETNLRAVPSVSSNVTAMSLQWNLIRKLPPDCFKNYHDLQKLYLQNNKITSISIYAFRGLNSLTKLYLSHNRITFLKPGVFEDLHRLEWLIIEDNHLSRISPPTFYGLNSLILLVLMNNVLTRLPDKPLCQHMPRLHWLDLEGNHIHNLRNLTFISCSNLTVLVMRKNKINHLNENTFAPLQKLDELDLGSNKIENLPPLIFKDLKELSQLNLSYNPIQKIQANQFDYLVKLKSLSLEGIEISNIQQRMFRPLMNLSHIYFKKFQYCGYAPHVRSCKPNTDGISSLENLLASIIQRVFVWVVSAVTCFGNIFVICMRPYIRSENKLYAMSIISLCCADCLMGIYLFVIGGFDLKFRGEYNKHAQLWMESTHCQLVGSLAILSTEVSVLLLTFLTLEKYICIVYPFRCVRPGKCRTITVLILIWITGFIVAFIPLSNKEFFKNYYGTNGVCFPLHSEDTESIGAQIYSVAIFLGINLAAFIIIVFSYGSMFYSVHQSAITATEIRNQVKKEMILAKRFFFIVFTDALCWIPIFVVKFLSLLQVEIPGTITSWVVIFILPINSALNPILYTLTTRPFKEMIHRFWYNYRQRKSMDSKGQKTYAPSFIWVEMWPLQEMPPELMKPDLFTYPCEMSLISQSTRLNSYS
D1 PAM – Potentiators of Human D1 Dopamine Receptor: qHTS | D(1A) dopamine receptor (Homo sapiens), P21728 | HEK293 TREx D1 cells, calcium flux, dopamine EC20 potentiation | potentiation, % at 10 µM | 0.036% of 360,000 active; in the data active means potentiation above about 30%; further: 0% is about no effect
D2 agonist – HTS Assay for Allosteric Agonists of the Human D2 Dopamine Receptor: Primary Screen for Agonists; HEK293 T-REx D2 cells, calcium flux agonist mode; activation, % at 2 µM; 0.53% of 340,000 active;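 active means activation over 3 SD above normal in the single-dose calcium agonist read, cut at about 30% in these data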; further: 0% is about no effect
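Agonism scored from kinetic calcium signal (1 read/sec, 180 s) following compound pin transfer, after a 10 s baseline. Cells: HEK293 Trex line expressing inducible D2 receptor coupled to calcium, dye-loaded after overnight culture at 30 C.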
TRHR agonist – qHTS for Small Molecule Agonists and Allosteric Enhancers of Human TRH Receptor: Primary Screen for Agonists; 0.18% of 360,000 active; TRHR cells, calcium flux fluo-8, FDSS agonist mode; activation, % at 2 µM; further: 0% is about no effect
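TRHR-expressing cells, plated overnight in medium with 10% serum, were loaded with fluo-8 calcium dye at room temperature. After a 10 s baseline, library compound was pin-added and calcium release was recorded kinetically (ex 480/em 530) as agonist response.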
The depositor's hits bear a star; u = inconclusive; x = not tested or not shown; & = joins results of further samples; ! = repeats disagree. Unless noted, no stated cut-off is given here; in the data, active means activation above about 30%; inactive means the rest.

SMILES | D2 PAM | D1 antagonist | D2 antag | D1 agonist | TRHR PAM | RXFP1 antagonist | D1 PAM | D2 agonist | TRHR agonist
CCCCn1c(C)cc2c(c1=O)[C@H]1O[C@](CCCC)(Cc3cc(OC)c(OC)cc31)O2 | x | 9.6 | x | 4.3 | 18.6 | x | -0.6 | x | -0.3
CCCC(C)C(=O)Nc1nc(C)c(-c2csc(Nc3ccccc3OC)n2)s1 (stereo not drawn) | -13.4 | -6.6 | -9.9 | 5.1 | -0.7 | x | -6.2 | -0.2 | -0.3
COc1cccc(NC(=O)CN(C)C(=O)Cc2c(C)nc3ccccc3c2C)c1 | -6.5 | -25.1 | -41.3 | 3.5 | 1.0 | -1.6 | x | 0.7 | 0.1
COC(=O)CCN(C(=O)c1c(C)oc2ncnc(N3CCOCC3)c12)c1ccccc1 | 3.7 | -12.2 | x | 1.7 | 8.5 | 2.2 | 5.3 | 0.8 | 1.6
Cc1cccc(NC(=S)NCc2ccco2)c1C | 14.7 | 45.1 | -9.9 | 1.2 | 6.0 | 15.1 | -4.5 | -0.7 | -0.3
O=C(OCC(=O)N1CCc2ccccc2C1)c1ccc(Cl)c([N+](=O)[O-])c1 | -4.4 | -1.4 | -16.4 | -0.1 | 5.0 | 1.9 | -5.4 | 0.6 | 0.0
COC(=O)C1=C(c2ccc(OC)cc2)OC(=O)C1(C)C | -5.2 | 7.7 | -33.4 | 0.1 | -12.9 | x | -2.8 | 1.3 | -0.4
COc1ccccc1Cc1nc2ccccc2[nH]c1=O | 7.8 | 9.3 | x | -0.2 | -8.0 | -9.1 | 2.0 | x | 1.2
CC(C)c1nnc(NC(=O)C2CCCN(C(=O)Nc3ccc(F)cc3)C2)s1 (stereo not drawn) | 22.9 | 1.2 | -13.3 | 0.3 | -2.6 | -9.5 | -4.2 | 0.0 | 0.3
O=C(NCc1ccccc1)c1cccc(Nc2nc3ccccc3n3nnnc23)c1 | -0.3 | -10.6 | x | -1.1 | 0.2 | 1.8 | -1.6 | 1.1 | 0.6
CN1CCN(C(=O)CCc2nnc3ccc(N4CCC5(CC4)OCCO5)nn23)CC1 | 8.7 | -19.0 | -9.1 | 1.8 | 9.2 | 8.0 | -7.5 | 0.6 | 1.0
CCOc1ccc(S(=O)(=O)Nc2cccc(C(=O)N(C)CC(=O)Nc3cccc(OC)c3)c2)cc1 | -10.4 | -7.0 | 25.2 | -0.3 | -12.5 | -20.6 | -4.1 | 0.0 | 0.3
CCOC(=O)CCC(=O)Nc1ccc(S(=O)(=O)N2CCCCC2)cc1 | 9.2 | -1.2 | 7.8 | 0.2 | 11.6 | -6.1 | -6.7 | 0.9 | -0.1
CCc1nccn1CCC(=O)NC1CC(C)(C)Cc2c1cnn2-c1cccc(F)c1 (stereo not drawn) | 11.6 | -20.7 | 14.1 | 3.9 | -3.8 | -8.6 | -0.8 | 0.3 | 0.0
CCc1cc(C(=O)COc2ccc(F)cc2)c(O)cc1O | 5.8 | -22.8 | -11.2 | -0.3 | -2.0 | 2.9 | -3.0 | 0.9 | 0.3
COc1ccc(S(=O)(=O)N(C)C)cc1NC(=O)CSc1nc(N)cc(N)n1 | -0.7 | 2.5 | 7.3 | 2.7 | 1.9 | 1.7 | -0.7 | -0.3 | 0.0
CCC(=O)Nc1nnc(SCC(=O)Nc2ccc3c(c2)OCO3)s1 | x | -0.1 | x | 1.2 | -0.6 | -0.9 | -8.2 | x | -0.2
CCCCC(=O)Nc1ccc2c(c1)nc(CCN1CCN(c3ccccn3)CC1)n2C | -23.8 | -5.6 | 51.0* | 3.8 | -2.7 | -0.4 | -5.0 | 66.7* | -0.5
Cc1ccc(SC2CC(=O)N(c3ccc4c(c3)OCCO4)C2=O)cc1 (stereo not drawn) | 5.2 | x | 2.9 | -1.9 | -8.4 | -6.7 | -3.5 | -0.9 | -0.7
COc1ccccc1NC(=O)/C(C#N)=C/C=C/c1ccco1 | -4.9 | 0.0 | -30.1 | 1.8 | 0.4 | -3.9 | -2.8 | 0.4 | 0.0
CCOC(=O)CCc1c(C)c2ccc(OCC(=O)N(CC)CC)c(C)c2oc1=O | 3.1 | -4.2 | 13.9 | 2.4 | -8.3 | -2.5 | -3.6 | -2.4 | 0.2
CC(C)c1cc(C(C)C)n2nc(N)nc2n1 | 3.8 | -27.2 | -21.1 | 1.9 | 4.7 | 3.3 | -1.9 | 1.4 | -2.6
COc1c(F)c(F)c(C(=O)Nc2ccc3oc(-c4ccncc4)nc3c2)c(F)c1F | -2.1 | -20.9 | 1.6 | 2.9 | 5.6 | -8.2 | -4.2 | -0.5 | 0.9
CC(=O)Nc1ccc(S(=O)(=O)Nc2nc3ccc(C)cc3s2)cc1 | 9.1 | -14.2 | -7.5 | 0.1 | -16.4 | 12.6 | 3.1 | 0.4 | -1.2
CCc1ccc(CNC(=O)Cn2ccc3cc(S(=O)(=O)N4CCCCCC4)ccc32)cc1 | x | 6.2 | x | 6.4 | -2.4 | -10.2 | 2.4 | 1.2 | 1.0
COc1ccc(N(Cc2cccs2)C(=O)COc2ccc([N+](=O)[O-])cc2)cc1 | x | -8.9 | x | 6.9 | -6.6 | -19.7 | 0.8 | -0.3 | 0.6
COc1ccc(C(=O)CN2C(=O)NC3(CCc4ccccc43)C2=O)c(OC)c1 (stereo not drawn) | 5.1 | 29.9 | 12.4 | -2.0 | 0.7 | 0.3 | -4.8 | -0.5 | -0.3
CC(=O)NC12CC3CC(CC(CC(=O)O)(C3)C1)C2 | 1.4 | -4.9 | -15.5 | 2.7 | 0.9 | -9.9 | 3.6 | -0.4 | 0.5
Cc1cc([N+](=O)[O-])cc2c1NCC1CC=CC21 (stereo not drawn) | -4.2 | 3.8 | 2.1 | -1.1 | -1.6 | 0.9 | -3.1 | -1.2 | -0.6
CCOc1ccc(N(CC(=O)NCCSCc2ccccc2Cl)S(C)(=O)=O)cc1 | -3.4 | -1.5 | -2.0 | 7.4 | 3.6 | 15.3 | -8.4 | 1.1 | -1.3
COCc1cc(C)nc2sc(C(=O)Nc3ccccc3OC)c(N)c12 | 15.3 | -9.8 | -14.5 | 3.0 | -1.4 | 11.2 | -1.6 | 1.0 | 0.6
O=C(Cn1nc(Cc2cccnc2)c2ccccc2c1=O)Nc1cc(F)ccc1F | 3.9 | 28.9 | 1.8 | 3.1 | 18.8 | -7.1 | 13.4 | -1.1 | -0.7
Cc1ccc(NS(=O)(=O)c2cccc(C(=O)NCC(c3cccs3)N(C)C)c2)cc1 (stereo not drawn) | -17.3 | -4.4 | 10.0 | 15.2 | -0.7 | 2.2 | -2.0 | 0.2 | 0.4
O=C(Cn1c(S(=O)(=O)Cc2ccccc2)nc2ccccc21)N1CCCCC1 | 11.3 | -35.3* | 28.6 | 3.7 | 8.6 | 3.4 | x | -0.3 | -1.1
O=C(Nc1c(C(=O)N2CCOCC2)cnn1-c1ccccc1)c1cccc(F)c1 | 2.4 | -16.7 | 18.1 | 5.5 | -3.6 | -8.5 | -3.3 | 0.7 | 0.9
Cc1cccc(NC(=O)c2cc3c(s2)-c2c(C)cccc2OC3)n1 | 13.6 | 9.1 | -11.9 | 0.5 | -5.1 | -2.3 | 0.4 | -0.4 | 0.6
Cc1csc(NC(=O)C2C3C=CC(O3)C2C(=O)O)n1 (stereo not drawn) | 2.6 | 9.6 | 3.6 | 0.3 | 2.7 | -3.3 | 2.3 | -0.3 | 0.6
Fc1ccc2[nH]c3c(NCc4ccccc4)ncnc3c2c1 | x | -40.3* | x | 25.7 | -2.7 | -9.9 | -10.1 | x | 8.3
CC1(C)c2ccccc2N2CC(=O)NC21/C=C/c1ccco1 (stereo not drawn) | 10.7 | -8.9 | 1.9 | 2.3 | 2.3 | 7.2 | -3.5 | 1.0 | 0.9
Cc1ccc(CNC(=O)c2cc(=O)c3cc(C)ccc3o2)cc1 | 1.6&-28.4 | 1.9&-3.1 | -0.2 | 60.4*! | 10.2&-6.1 | 4.9&0.8 | -9.7&-0.8 | -1.6&-0.4 | -0.6&-0.7
Cc1ccc(C(=O)N/C(=C\c2cn(-c3ccccc3)nc2-c2ccccc2)C(=O)N2CCOCC2)cc1 | x | -0.1 | x | 0.9 | 7.0 | 12.1 | -6.3 | x | -0.9
Cc1ccc(NC(=O)Cn2nc(C(F)(F)F)c3c2CCC3)cc1 | 6.1 | -3.1 | 2.5 | 5.2 | 5.6 | 1.8 | -4.7 | -0.7 | 0.7
CCCC(=O)Nc1nc2ccc(OC)cc2s1 | 25.8 | 16.3 | -0.7 | 1.0 | 17.1 | x | -1.2 | -1.3 | -1.7
CC(=O)Nc1cccc(NC(=O)CSc2ncc(C(=O)Nc3ccc(F)cc3)c(=O)n2C)c1 | -10.2 | 3.6 | 7.9 | 3.4 | -3.5 | u | 0.8 | -0.1 | 0.0
Cc1oc2ccc(OC(C(=O)O)c3ccccc3)cc2c1C(=O)O (stereo not drawn) | 21.0 | -6.6 | -7.7 | -0.4 | 7.8 | 0.8 | 0.8 | 1.9 | 0.1
Cc1cccc(NC(=O)c2cc(-c3ccc4c(c3)OCCO4)on2)c1 | x | -65.8* | x | 34.6* | 2.7 | x | -1.3 | -1.6 | -0.5
CCOc1ccc(C(C)=O)cc1COC(=O)C(C)N=C1NS(=O)(=O)c2ccccc21 (stereo not drawn) | x | -6.1 | -10.8 | 2.9 | 3.3 | 2.4 | -5.7 | 0.5 | -0.4
O=C(c1ccccc1Cl)N1CCn2c1nc1ccccc12 | -13.5 | 11.6 | 4.4 | 2.0 | 2.0 | 3.1 | 10.7 | 0.1 | 19.5

Arranged by value in RXFP1 antagonist (lowest first): some entries from above
smiles | D2 PAM | D1 antagonist | D2 antag | D1 agonist | TRHR PAM | RXFP1 antagonist | D1 PAM | TRHR agonist
Cc1ccc(NC(=O)Cn2nc(C(F)(F)F)c3c2CCC3)cc1 | 6.1 | -3.1 | 2.5 | 5.2 | 5.6 | 1.8 | -4.7 | 0.7
O=C(c1ccccc1Cl)N1CCn2c1nc1ccccc12 | -13.5 | 11.6 | 4.4 | 2.0 | 2.0 | 3.1 | 10.7 | 19.5
Cc1ccc(C(=O)N/C(=C\c2cn(-c3ccccc3)nc2-c2ccccc2)C(=O)N2CCOCC2)cc1 | x | -0.1 | x | 0.9 | 7.0 | 12.1 | -6.3 | -0.9

Entries of single compounds, looked up by structure. Order of screens: D2 PAM	D1 antagonist	D2 antag	D1 agonist	TRHR PAM	RXFP1 antagonist	D1 PAM	D2 agonist	TRHR agonist
Entry for CC(=O)NC12CC3CC(CC(CC(=O)O)(C3)C1)C2 = 1.4	-4.9	-15.5	2.7	0.9	-9.9	3.6	-0.4	0.5
Entry for COc1ccc(N(Cc2cccs2)C(=O)COc2ccc([N+](=O)[O-])cc2)cc1 = x	-8.9	x	6.9	-6.6	-19.7	0.8	-0.3	0.6
